Compound activity from PubChem.
ANO1 block: blocks the mouse calcium-activated chloride channel TMEM16A. HEK293 TMEM16A/YFP iodide influx fluorescence, ionomycin. normalized B-score (activity score, 25-100; higher = stronger inhibition) at 10 µM. 310,000 compounds, 1.2% hits. AID 588511;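 active = ratio plate-corrected score three or more library SD toward inhibition, starting fluorescence score within five deviations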;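 note: score derived from kinetic fluorescence span divided by baseline fluorescence per well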
KCNQ1 pot: human KCNQ1 channel potentiation or activation; AID 2648; CHO-K1 KCNQ1, thallium flux FluxOR fluorescence; active compounds read high; B-score at 10 µM; 310,000 compounds, 0.35% hits; P51787;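 active = fluorescence ratio B-score, a plate-corrected score, at least three library SD, with initial intensity B-score within 5 SD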
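Assay system: stable KCNQ1 CHO-K1 line; medium: assay buffer, equal DMSO in all wells; timing: 90 min dye loading and 20 min compound exposure, both at room temperature; technique: kinetic FluxOR thallium fluorescence, 10-s 1-Hz baseline, 110-s post-stimulus read; read-out basis: B score of baseline-normalized fluorescence ratio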
MrgX1 agonist: activates human MrgX1 receptor signaling; 310,000 compounds, 0.44% hits; MrgX1-HEK293 cells, Fluo-4 calcium fluorescence, agonist mode; active compounds read high; B-score at 10 µM;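 active = calcium response B-score plate-corrected fluorescence ratio at least 3 library SD, with starting fluorescence B-score inside 5 SD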
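Material: HEK293 cells stably expressing human MrgX1 receptor | Quantity: 15,000 cells per well | Times: Cells plated overnight, dye loaded 0.5 h 37 °C, 0.5 h room temperature | Measured by: Kinetic Fluo-4 NW fluorescence of intracellular calcium | Control set: Positive and negative controls per plate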
hERG rescue: shields human hERG channel from block by proarrhythmic agents | Q12809 | CHO-hERG, FluxOR thallium flux, dofetilide IC70 present | activation (rescue from dofetilide block), less the hit threshold, % at 10 µM | 310,000 compounds, 0.51% hits | AID 1511;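 active = activation above the mean of controls blocked by dofetilide plus 5 SD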;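 note: thallium influx through hERG after potassium depolarization seen as dye fluorescence rise; in these data hits start at about 4.7%; inactives centre near -7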
Target sequence (Q12809 whole entry, looked up): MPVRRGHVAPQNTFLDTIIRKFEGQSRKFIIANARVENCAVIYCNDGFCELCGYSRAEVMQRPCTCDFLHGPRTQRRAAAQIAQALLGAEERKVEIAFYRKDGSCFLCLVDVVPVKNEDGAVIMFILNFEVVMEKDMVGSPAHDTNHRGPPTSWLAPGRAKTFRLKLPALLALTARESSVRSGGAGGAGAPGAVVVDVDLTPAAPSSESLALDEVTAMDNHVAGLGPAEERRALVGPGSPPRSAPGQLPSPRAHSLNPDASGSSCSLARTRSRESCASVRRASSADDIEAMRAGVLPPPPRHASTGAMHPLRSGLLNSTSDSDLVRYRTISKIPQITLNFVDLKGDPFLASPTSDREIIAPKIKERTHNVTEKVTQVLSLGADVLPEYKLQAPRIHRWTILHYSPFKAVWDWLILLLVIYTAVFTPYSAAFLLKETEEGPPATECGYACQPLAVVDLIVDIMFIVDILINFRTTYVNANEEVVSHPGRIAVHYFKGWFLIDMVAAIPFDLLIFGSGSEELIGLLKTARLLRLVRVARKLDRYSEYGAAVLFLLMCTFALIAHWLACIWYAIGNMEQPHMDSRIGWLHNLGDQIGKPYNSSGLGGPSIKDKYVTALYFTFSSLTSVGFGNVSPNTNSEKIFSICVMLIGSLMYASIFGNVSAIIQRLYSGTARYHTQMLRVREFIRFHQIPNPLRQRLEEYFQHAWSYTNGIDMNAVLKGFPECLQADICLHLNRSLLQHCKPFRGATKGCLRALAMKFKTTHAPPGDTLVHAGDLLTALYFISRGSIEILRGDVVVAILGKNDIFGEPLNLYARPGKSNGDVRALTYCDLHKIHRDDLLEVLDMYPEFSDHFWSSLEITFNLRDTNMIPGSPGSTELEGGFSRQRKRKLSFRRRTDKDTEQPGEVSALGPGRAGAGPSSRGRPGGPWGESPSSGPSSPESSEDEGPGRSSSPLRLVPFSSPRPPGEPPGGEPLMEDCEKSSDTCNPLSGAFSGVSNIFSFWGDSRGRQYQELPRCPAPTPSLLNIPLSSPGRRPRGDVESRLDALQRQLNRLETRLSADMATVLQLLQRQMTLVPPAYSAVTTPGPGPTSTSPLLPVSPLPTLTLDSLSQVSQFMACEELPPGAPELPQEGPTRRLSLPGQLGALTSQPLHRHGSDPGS
MrgX1 allo act: human MrgX1 positive allosteric modulation, primary screen; Q96LB2; 310,000 compounds, 0.63% hits; B-score at 10 µM; MrgX1-HEK293, Fluo-4 calcium flux, FDSS; active compounds read high;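 active = plate-corrected calcium response at least 3 library SD above typical, normal starting fluorescence, not activating the receptor alone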;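 note: compound read alongside a low EC10 to EC30 dose of BAM8-22 agonist; peak minus trough fluorescence over baseline measured at the second addition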
ANO1 activ: activators or potentiators of mouse TMEM16A chloride channel; B-score at 10 µM; AID 623877; 340,000 compounds, 0.3% hits; HEK293 TMEM16A/YFP-H148Q/I152L, iodide quench fluorescence; active compounds read low; Q8BHY3;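 active = fluorescence-ratio B-score plate-corrected deviation score at least 3 library SD below zero, with starting fluorescence score within 5 deviations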;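 note: channel opened by trigger with iodide after compound preincubation; score built on the fluorescence ratio of max minus min over baseline; more negative score means more quench and so TMEM16A activation or potentiation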
RGS4 act: RGS4 potentiation or activation; AID 463111; 310,000 compounds, 0.92% hits; B-score at 10 µM; HEK293 M3R/inducible RGS4, carbachol calcium flux Fluo4; active compounds read low;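 active = B-score of the integrated calcium signal more than 4 SD below the library mean, with starting fluorescence not abnormally high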;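 note: negative B-score means reduced calcium response which marks RGS4 activation or potentiation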
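Assay system: Inducible-RGS4 HEK293 cells carrying M3 receptor | Schedule: Compound preincubation 20 min at room temperature before agonist | Signal: Kinetic calcium fluorescence imaging with Fluo4-AM dye, 2 µM | Read-out basis: B score from integrated fluorescence ratio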
RGS4 block: human RGS4 inhibition; HEK293 M3R/RGS4 inducible, Fluo-4 calcium flux; active compounds read high; triggered by carbachol at its EC20; B-score at 10 µM; 310,000 compounds, 0.45% hits;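 active = B-score, a plate-corrected calcium signal, over three deviations above library mean, with baseline fluorescence within five deviations of library mean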;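 note: RGS4 expression induced by doxycycline in cells with stable M3 receptor; B-score is computed from the integrated fluorescence ratio over baseline after carbachol; higher B-score means a larger calcium signal and so more RGS4 inhibition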
KCNQ1 inh: human KCNQ1 channel inhibition. 310,000 compounds, 1.3% hits. CHO-K1 KCNQ1, FluxOR thallium flux fluorescence; active compounds read high. P51787. B-score at 10 µM;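 active = compounds whose thallium flux B-score, printed positive for inhibition, exceeds three library SD while starting fluorescence stays within three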;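 note: channel opened by potassium depolarization with thallium stimulus after 20 min compound exposure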
KCNK9 block: blocks the human KCNK9 two-pore domain potassium channel. Q9NPC2. HEK293 KCNK9, FluxOR thallium flux fluorescence; active compounds read low. B-score at 10 µM. 310,000 compounds, 1.2% hits;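 active = ratio B-score over 3 SD below the library mean, with starting fluorescence within 5 SD of its mean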;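 note: negative B-score means less thallium flux so channel inhibition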
KCNK3 inh: human KCNK3 channel inhibition, primary screen. CHO-KCNK3 thallium flux, FluxOR fluorescence; active compounds read low. B-score at 10 µM. 340,000 compounds, 0.84% hits. AID 602410;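 active = B-score under library mean minus 4 SD, starting fluorescence ratio at most library mean plus 5 SD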;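 note: more negative B-score means stronger inhibition of thallium flux through KCNK3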
* marks the source's active call; other numbers are inactive results; i = inactive; . = not tested or not shown.

molecule	ANO1 block	KCNQ1 pot	MrgX1 agonist	hERG rescue	MrgX1 allo act	ANO1 activ	RGS4 act	RGS4 block	KCNQ1 inh	KCNK9 block	KCNK3 inh
CC1(C)CC(=O)C(C=NCCN2CCN(C(=O)Cc3ccc(Cl)cc3)CC2)=C(O)C1	i	i	i	-10	i	i	i	i	i	i	i
COc1ccc(CN2CCN(Cc3ccccc3OC)CC2)cc1	i	i	i	-4	i	i	i	i	i	i	i
Fc1ccc(C2=CCN(C(c3ccc(Cl)cc3)c3nnnn3Cc3ccccc3)CC2)cc1 (centres undefined)	i	i	i	-16	i	i	i	i	i	i	i
CC1=C(C/C(C)=C/c2ccccc2)/C(=C/CO)[C@@H]2OC(=O)O[C@]2(C)C12CC2	i	i	i	-14	i	i	i	i	i	i	i
Cc1cc(C=C2C(=O)NC(=O)NC2=O)c(C)n1-c1ccncc1	i	i	i	-8	i	i	i	i	i	i	i
Cc1ccc2cc3cc(C(=O)N4CCC5(CC4)OCCO5)oc3nc2c1	i	i	i	-6	i	i	i	i	i	i	i
N/C(=N\[N+](=O)[O-])N1CCN(C(=O)c2ccccn2)CC1	i	i	i	-6	i	i	i	i	i	i	i
CC/C(=N\Nc1ccccc1)c1c(O)n(C)c(=O)n(C)c1=O	i	i	i	-15	i	i	i	i	i	i	i
COCCOC(=O)C1=C(C)OC(N)=C(C(=O)OC)C12C(=O)Nc1ccccc12 (centres undefined)	i	i	i	-8	i	i	i	i	i	i	i
COc1ccc2c3c1OC1C(O)C=CC4C(C2)[N+](C)(C)CCC341 (centres undefined)	i	i	i	-1	i	i	i	i	i	i	i
COC(=O)C1=C(c2cccc(OC)c2OC)C[C@@H]2CC[C@H]1N2C(=O)N1CCC(C)CC1	i	i	i	-11	i	i	i	i	i	i	i
CCC1(CC)C(=O)N(C)C(=O)NC1=NC	i	i	i	-9	i	i	i	i	i	i	i
COCCn1c(-c2ccccc2)cc(C(=O)O)c1C	i	i	i	-7	i	i	i	i	i	i	i
COc1ccc(CC2c3cc(OC)c(OC)cc3CCN2C)cc1OC (centres undefined)	i	i	i	-8	i	i	i	i	i	i	i
Cc1cccc(OP(N)(=O)Oc2cccc(C)c2C)c1C	i	i	i	-10	i	i	i	i	i	i	i
Cc1cccc(C)c1NC1=NCCCCS1	i	i	i	-2	i	i	i	i	i	i	i
CNC(=O)Oc1ccc(-c2cn3cc(C)ccc3n2)cc1	i	i	i	-6	i	i	i	i	i	i	i
Cc1ccc(N2C(=O)NC(=O)C(CCc3ccncc3)(Cc3cccc(Cl)c3Cl)C2=O)cc1 (centres undefined)	i	i	i	-3	i	i	i	i	i	i	i
CC(C)C(=O)Nc1nnc(CCN(CCc2nnc(NC(=O)C(C)C)s2)[N+](=O)[O-])s1	i	i	i	-7	i	i	i	i	i	i	i
O=C1c2ccccc2C(=O)N1Cc1nc2ccccc2c(=O)n1-c1cccnc1	i	i	i	-8	i	i	i	i	i	i	i
CCCCn1c(=O)c(C(=O)Nc2ccccc2C)c(O)c2ccccc21	i	i	i	-9	i	i	i	i	i	i	i
CC(=O)OC1N=C(c2ccc(Cl)cc2)c2cc(Br)ccc2NC1=O (centres undefined)	i	i	i	-25	i	i	i	i	i	i	i
CCNC(=O)NNC(=O)C1CC(c2cccnc2)=NO1 (centres undefined)	i	i	i	-2	i	i	i	i	i	i	i
OCCN(CC#CC(O)(c1ccccc1)C1CCCC1)CCO (centres undefined)	i	i	i	-5	i	i	i	i	i	i	i
COC(=O)[C@@H]1C[C@]2(C(=O)O)c3ccccc3N(OOSc3ccccc3)[C@@H]2N1C(=O)OC	i	i	i	-6	i	i	i	i	i	i	i
Cn1c(O)c(C=NCc2cccs2)c(=O)n(C)c1=O	i	i	i	3	i	i	i	i	i	i	i
CC(C)(C)n1cc(C(=O)c2ccccc2OCCCF)cn1	i	i	i	-6	i	i	i	i	i	i	i
COC(=O)C1=C(c2ccc(S(C)(=O)=O)cc2)C[C@@H]2CC[C@H]1N2C(=O)NCc1ccco1	i	i	i	-9	i	i	i	i	i	i	i
O=C(c1ccco1)c1cn(Cc2ccc(Cl)cc2)c2ccccc12	i	i	i	-16	i	i	i	i	i	-8.7*	i
CC(=O)NC(C)Cc1ccccc1 (centres undefined)	i	i	i	-9	i	i	i	i	i	i	i
C=CC(C)C(C(=O)c1ccccc1)N(C)C (centres undefined)	i	i	i	-10	i	i	i	i	i	i	i
O=C(CF)NC(Nc1cccc2cccnc12)C(Cl)(Cl)Cl (centres undefined)	i	i	i	-9	i	i	i	i	i	i	i
Cc1ccccc1CCNCc1ccc(Br)cc1	i	i	i	-12	i	i	i	i	i	i	i
COc1ccc(-c2nc3ccccc3n2OC(=O)N(C)C)cc1	i	i	i	-6	i	i	i	i	i	i	i
Cc1nc2ccccc2c(=O)n1-c1ccc(Cl)cc1[N+](=O)[O-]	i	i	i	-3	i	i	i	i	i	i	i
O=C(COc1ccc(S(=O)(=O)N2CCCCC2)cc1)N1CCN(Cc2ccccc2)CC1	i	i	i	-12	i	i	i	i	i	i	i
Cc1cc(C=C2C(=O)NC(=S)NC2=O)c(C)n1C1CCCC1	i	i	i	-10	i	i	i	i	i	i	i
COc1ccc(CC2(CCc3ccncc3)C(=O)NC(=O)NC2=O)c(OC)c1	i	i	i	-6	i	i	i	i	i	i	i
O=C(O)CCC(=O)NCCC1=c2ccccc2=N/C1=C\c1c(O)n(Cc2ccc(F)cc2)c(=S)[nH]c1=O	i	i	i	6.2*	i	i	i	i	i	i	i
CN1CCN(Cc2ccccc2Sc2ccccc2)CC1	i	i	i	-9	i	i	-8.2*	i	i	i	i
COc1ccc(NC(=S)NC(NC(=O)CF)C(Cl)(Cl)Cl)cc1[N+](=O)[O-] (centres undefined)	i	i	i	-26	i	i	i	i	i	i	i
CCC(CC)NCc1c[nH]c2ccccc12	i	i	i	-11	i	i	i	i	i	i	i
CC(=O)c1ccc2c(c1)C1C(Cl)C(Sc3ccccc3[N+](=O)[O-])CC1C(c1ccccc1)N2 (centres undefined)	i	i	i	-8	i	i	i	i	i	i	i
O=c1[nH]c(=O)n(-c2cccc(Cl)c2)c(O)c1C=NCCCN1CCOCC1	i	i	i	-1	i	i	i	i	i	i	i
C=CCN(CC#CCOc1ccccc1OC)CC=C	i	i	i	-10	i	.	i	i	i	i	.
C=CCn1c(O)c(/C=N/N2CCCCC2)c(=O)[nH]c1=O	i	i	i	1	i	i	i	i	i	i	i
CCN(CC)c1ccc(N=Cc2c(O)n(CCC3=CCCCC3)c(=O)[nH]c2=O)cc1	i	i	i	-14	i	i	i	i	i	i	i
O=C(c1ccncc1)C12CN3CN(CN(C3)C1)C2	i	i	i	-4	i	i	i	i	i	i	i
CCOc1ccc(N=Cc2c(O)n(Cc3ccccc3)c(=S)[nH]c2=O)cc1	i	i	i	-4	i	i	i	i	i	i	i
COc1ccc(OC)c(CC(=O)O)c1	25*	i	i	-12	i	-4.9*	i	i	i	i	i
Cc1ccc(S(=O)(=O)N2CCN(C(=O)COC(=O)Cc3ccccc3)CC2)c(C)c1	i	i	i	-10	i	i	i	i	i	i	i
COc1ccc(-n2nc(C(=O)NCC(=O)N3CCC4(CC3)OCCO4)c3ccccc3c2=O)cc1	i	i	i	-5	i	i	i	i	i	i	i
O=C1NC(=O)C2(Cc3ccccc3N3CCOCC32)C(=O)N1c1ccccc1 (centres undefined)	i	i	i	-6	i	i	i	i	i	i	i
O=c1[nH]c(=S)n(Cc2ccc(F)cc2)c(O)c1C=NCc1cccnc1	i	i	i	-12	i	i	i	i	i	i	i
O=C(N/N=C/c1c(O)n(Cc2ccc(F)cc2)c(=S)[nH]c1=O)c1ccncc1	i	i	i	-11	i	i	i	i	i	i	i
c1ccc(C2NCCc3[nH]cnc32)cc1 (centres undefined)	i	i	i	-9	i	i	i	i	i	i	i
COc1ccc(CCn2c(O)c(C=NCc3cccnc3)c(=O)[nH]c2=O)cc1OC	i	i	i	-6	i	i	i	i	i	i	i
CC1CCN(C(=O)CCl)CC1	i	i	i	-3	i	i	i	i	i	i	i
C[N+]1(C)C2CC(OC(=O)C(CO)c3ccccc3)CC1C1OC12 (centres undefined)	i	.	i	.	i	i	.	.	.	.	i
O=C(COc1ccc(Br)cc1)N1CCN(Cc2ccc3c(c2)OCO3)CC1	i	i	i	3	i	i	i	i	i	i	i

(next part)
molecule	ANO1 block	KCNQ1 pot	MrgX1 agonist	hERG rescue	MrgX1 allo act	ANO1 activ	RGS4 act	RGS4 block	KCNQ1 inh	KCNK9 block	KCNK3 inh
CCCCNc1ccncc1S(=O)(=O)NC(=O)NC(C)C	i	i	i	-5	i	i	i	i	i	i	i
CCC(=O)c1c(O)n(C2CCCCCC2)c(=O)[nH]c1=O	i	i	i	-4	i	i	i	i	i	i	i
CCCC(CCC)C(=O)OC[N+](C)(C)CCOC(=O)C(O)(c1ccccc1)C1CCCC1 (centres undefined)	i	i	i	-8	i	i	i	i	i	i	i
O=C1NC(=O)C(CCc2ccncc2)(CCc2ccncc2)C(=O)N1CCc1ccccc1	i	i	i	-4	i	i	i	i	i	i	i
CCOC(=O)c1ccc2[nH]c(-c3ccc(S(=O)(=O)F)cc3)cc(=O)c2c1	i	i	i	-9	i	i	i	i	i	i	i
CCCCn1c(O)c(C(C)=NCc2ccc3c(c2)OCO3)c(=O)[nH]c1=O	i	i	i	-12	i	i	i	i	i	i	i
CC1(C)C(c2ccccc2)=NC(c2cccnc2)N1O (centres undefined)	i	i	i	-6	i	i	i	i	i	i	i

The list is partial; count on the stated rates, not on these rows.
